A549 NSCLC growth: A549 NSCLC cell proliferation inhibitors – ATP luminescence, human non-small cell lung line, primary screen (AID 371); growth inhibition, % at 10 µM; 3,300 tested, 8.4% active; A549 growth inhibition, ATP luminescence; active compounds read high;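 active = mean growth inhibition over the two runs of 50% or more; inactive = mean growth inhibition under 50%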;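 also: compound exposure lasted 72 h before the ATP read; 0% = untreated cell signal and 100% = no luminescence left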
AID772: HT29 colon tumor cell growth inhibition, primary screen, imaging, high content imaging, 72 h, CellTiter-Glo (AID 772); 3,300 tested, 0.6% active; HT29 cell growth, HCS imaging cell count, 72 h; active compounds read high; growth inhibition, % at 10 µM;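 active = growth inhibition above 90%, meaning viable cell count cut by more than 90% versus vehicle controls; inactive = growth inhibition below 90%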
HT29 cell growth-1: HT29 colon tumor cell growth inhibition, primary screen, imaging, high content imaging, 24 h, CellTiter-Glo (AID 770); growth inhibition, % at 10 µM; HT29 cell number by imaging, 24 h; active compounds read high; 3,300 tested, under 10 active;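 active = growth inhibition above 90% in viable cell count at a single dose; inactive = growth inhibition below 90%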
HT29 cell growth-2: HT29 colon tumor cell growth inhibition, primary screen, imaging, high content imaging, 48 h, CellTiter-Glo (AID 771) | HT29 cell growth, HCS imaging cell count, 48 h; active compounds read high | growth inhibition, % at 10 µM | 3,300 tested, 2% active;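 active = growth inhibition above 90%, meaning viable cell count by imaging cut by more than 90% versus vehicle controls; inactive = growth inhibition below 90%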;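 also: percent fewer viable cells counted by imaging than vehicle controls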
AID364: cytotoxicity toward Jurkat T cells, primary screen, cell-based, Jurkat E6.1, NIH starter set (AID 364); 3,300 tested, 2% active; one-dose inhibition, % at 4 µM; CC50 in µM for titrated hits; Jurkat E6.1 viability, ATP luminescence, 48 h; higher % means a stronger effect;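 active = concentration giving half-maximal inhibition at or below 20 micromolar; inactive = half-maximal concentration above 20 micromolar, or not dose tested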;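 also: 100% = cells treated with 4 µM doxorubicin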
HT29 cell growth-1 condensed nuclei: second read-out of HT29 cell growth-1, no call of its own (marks repeat the call); condensed nuclei, %; measured here: percent cells with condensed nuclei;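 share of cells whose nuclear area falls below control median minus 1.5 SD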
HT29 cell growth-1 ATP viability: also measured in HT29 cell growth-1; calls as there; growth inhibition, %; measured here: ATP CellTiter-Glo viability
HT29 cell growth-2 condensed nuclei: recorded beside HT29 cell growth-2, whose call it bears; condensed nuclei, %; measured here: percent cells with condensed nuclei;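 condensed means Hoechst nuclear area under control median minus 1.5 SD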
HT29 cell growth-2 ATP viability: further read-out of HT29 cell growth-2, marked with its call; growth inhibition, %; measured here: ATP CellTiter-Glo viability inhibition
AID772 condensed nuclei: further read-out of AID772, marked with its call; condensed nuclei, %; measured here: percent cells with condensed nuclei;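 condensed means nuclear area below control median minus 1.5 SD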
AID772 second: also measured in AID772; calls as there; growth inhibition, %; measured here: ATP CellTiter-Glo viability
Starred values were filed as active, the others as inactive. The list is partial, so the mix of outcomes need not match the whole.

For CCN1CCCC1Cn1cnc2c([nH]c3ccc(C)cc32)c1=O (stereo unspecified) the results were A549 NSCLC growth 6.6, AID772 65.8, HT29 cell growth-1 17.9, HT29 cell growth-2 40.5, AID364 1.4%, HT29 cell growth-1 condensed nuclei 3.3, HT29 cell growth-1 ATP viability 4.2, HT29 cell growth-2 condensed nuclei 3.9, HT29 cell growth-2 ATP viability 28.0, AID772 condensed nuclei 33.3 and AID772 second 66.5.
`O=C(NC1(C(F)(F)F)C(=O)Nc2c1c(=O)[nH]c(=O)n2Cc1ccco1)C1CCCCC1` (stereo unspecified) gave A549 NSCLC growth -3.3, AID772 49.7, HT29 cell growth-1 10.1, HT29 cell growth-2 27.0, AID364 8.6%, HT29 cell growth-1 condensed nuclei 3.4, HT29 cell growth-1 ATP viability 0.1, HT29 cell growth-2 condensed nuclei 2.6, HT29 cell growth-2 ATP viability 2.1, AID772 condensed nuclei 11.4 and AID772 second 16.1.
`Cc1cc(NC(=O)CSc2nc(-c3cccnc3)ccc2C#N)no1` gave A549 NSCLC growth 7.5, AID772 41.1, HT29 cell growth-1 -27.4, HT29 cell growth-2 30.4, AID364 -5.6%, HT29 cell growth-1 condensed nuclei 2.9, HT29 cell growth-1 ATP viability -10.4, HT29 cell growth-2 condensed nuclei 2.0, HT29 cell growth-2 ATP viability -2.7, AID772 condensed nuclei 1.9 and AID772 second -6.4.
O=c1c2c3c(sc2n2cnnc2n1C1CCCCC1)CCC3 was read as A549 NSCLC growth 3.4, AID772 -42.2, HT29 cell growth-1 -33.3, HT29 cell growth-2 -10.9, AID364 -4.6%, HT29 cell growth-1 condensed nuclei 3.4, HT29 cell growth-1 ATP viability -11.4, HT29 cell growth-2 condensed nuclei 3.5, HT29 cell growth-2 ATP viability -27.4, AID772 condensed nuclei 2.4 and AID772 second -15.3.
Screening Cc1sc(-n2c(C)cc(/C=N/n3cnnc3)c2C)c(C#N)c1C returned A549 NSCLC growth 19.6, AID772 31.8, HT29 cell growth-1 -16.4, HT29 cell growth-2 54.7, AID364 8.1%, HT29 cell growth-1 condensed nuclei 2.5, HT29 cell growth-1 ATP viability 6.0, HT29 cell growth-2 condensed nuclei 2.7, HT29 cell growth-2 ATP viability 8.2, AID772 condensed nuclei 10.7 and AID772 second 16.1.
For CCOC(=O)c1c(-c2cccs2)csc1NC(=O)CCCC(=O)O the results were A549 NSCLC growth 12.8, AID772 0.0, HT29 cell growth-1 19.8, HT29 cell growth-2 5.6, AID364 -4.3%, HT29 cell growth-1 condensed nuclei 3.0, HT29 cell growth-1 ATP viability 0.7, HT29 cell growth-2 condensed nuclei 2.0, HT29 cell growth-2 ATP viability 4.3, AID772 condensed nuclei 3.3 and AID772 second -17.7.
Cc1cc(=O)oc(C)c1C(=O)NCC1CCCO1 (stereo unspecified) was read as A549 NSCLC growth -5.5, AID772 13.8, HT29 cell growth-1 2.9, HT29 cell growth-2 -22.4, AID364 0.9%, HT29 cell growth-1 condensed nuclei 3.3, HT29 cell growth-1 ATP viability 4.2, HT29 cell growth-2 condensed nuclei 2.4, HT29 cell growth-2 ATP viability -12.7, AID772 condensed nuclei 7.9 and AID772 second 8.5.
For O=C(Nc1ccc2c(c1)OCO2)c1cc2n(n1)C(C(F)(F)F)CC(c1ccccc1)N2 (stereo unspecified) the results were A549 NSCLC growth 10.4, AID772 71.7, HT29 cell growth-1 8.7, HT29 cell growth-2 64.5, AID364 -5.2%, HT29 cell growth-1 condensed nuclei 14.5, HT29 cell growth-1 ATP viability 9.1, HT29 cell growth-2 condensed nuclei 1.6, HT29 cell growth-2 ATP viability 26.6, AID772 condensed nuclei 17.8 and AID772 second 74.1.
Screening CCCCCCc1cc2cc(-c3nnc(-c4ccccc4O)o3)c(=O)oc2cc1O returned A549 NSCLC growth 95.0*, AID772 23.4, HT29 cell growth-1 47.0, HT29 cell growth-2 4.6, AID364 1.7%, HT29 cell growth-1 condensed nuclei 6.2, HT29 cell growth-1 ATP viability 17.7, HT29 cell growth-2 condensed nuclei 3.2, HT29 cell growth-2 ATP viability 3.7, AID772 condensed nuclei 4.2 and AID772 second 12.5.
`c1coc(-c2nnc3sc(-c4cccs4)nn23)c1` gave A549 NSCLC growth 26.5, AID772 -2.0, HT29 cell growth-1 43.1, HT29 cell growth-2 -12.8, AID364 -8.5%, HT29 cell growth-1 condensed nuclei 5.9, HT29 cell growth-1 ATP viability 5.5, HT29 cell growth-2 condensed nuclei 1.6, HT29 cell growth-2 ATP viability 1.8, AID772 condensed nuclei 18.2 and AID772 second 6.7.
Screening CSc1nc(Oc2ccc(=O)[nH]n2)nc(N(C)C)n1 returned A549 NSCLC growth 2.5, AID772 -6.8, HT29 cell growth-1 18.2, HT29 cell growth-2 20.3, AID364 -3.6%, HT29 cell growth-1 condensed nuclei 1.9, HT29 cell growth-1 ATP viability -7.8, HT29 cell growth-2 condensed nuclei 4.9, HT29 cell growth-2 ATP viability -1.0, AID772 condensed nuclei 1.0 and AID772 second -44.4.
Screening COc1ccc(C2C(C#N)=C(N)Oc3n[nH]c(C)c32)cc1CSc1ccccn1 (stereo unspecified) returned A549 NSCLC growth 1.1, AID772 -13.4, HT29 cell growth-1 -21.4, HT29 cell growth-2 -19.9, AID364 7.8%, HT29 cell growth-1 condensed nuclei 8.0, HT29 cell growth-1 ATP viability -3.7, HT29 cell growth-2 condensed nuclei 6.5, HT29 cell growth-2 ATP viability 7.2, AID772 condensed nuclei 10.9 and AID772 second 7.8.
`CCCOc1ccc(C(C)=O)cc1CSCCC#N` gave A549 NSCLC growth 8.2, AID772 55.0, HT29 cell growth-1 22.1, HT29 cell growth-2 5.1, AID364 4.7%, HT29 cell growth-1 condensed nuclei 4.4, HT29 cell growth-1 ATP viability -8.6, HT29 cell growth-2 condensed nuclei 11.8, HT29 cell growth-2 ATP viability -17.2, AID772 condensed nuclei 12.9 and AID772 second 40.9.
`CC1C/C=C/C=C/C=C/C=C/C(O[C@@H]2O[C@H](C)[C@@H](O)[C@H](N)[C@@H]2O)CC2OC(O)(CC(O)CC3OC3/C=C/C(=O)O1)CC(O)C2C(=O)O` (stereo partly specified) gave A549 NSCLC growth 4.1, AID772 27.3, HT29 cell growth-1 11.5, HT29 cell growth-2 -30.2, AID364 -0.8%, HT29 cell growth-1 condensed nuclei 5.0, HT29 cell growth-1 ATP viability -5.0, HT29 cell growth-2 condensed nuclei 6.5, AID772 condensed nuclei 2.5 and AID772 second 0.6.
Screening CCCCN(CCCC)c1nc2ccccc2nc1C(C#N)C(=O)NCCCOC (stereo unspecified) returned A549 NSCLC growth 9.3, AID772 -102.5, HT29 cell growth-1 -33.4, HT29 cell growth-2 29.9, AID364 -4.6%, HT29 cell growth-1 condensed nuclei 1.8, HT29 cell growth-1 ATP viability -8.8, HT29 cell growth-2 condensed nuclei 5.0, HT29 cell growth-2 ATP viability -7.3, AID772 condensed nuclei 4.6 and AID772 second -63.5.
For CCOC(=O)C1CCCN(c2nc3ccccc3nc2C(C#N)C(=O)OC(C)COC)C1 (stereo unspecified) the results were A549 NSCLC growth 24.2, AID772 75.8, HT29 cell growth-1 44.5, HT29 cell growth-2 84.4, AID364 -1.6%, HT29 cell growth-1 condensed nuclei 7.7, HT29 cell growth-1 ATP viability 1.0, HT29 cell growth-2 condensed nuclei 8.6, HT29 cell growth-2 ATP viability 55.5, AID772 condensed nuclei 28.0 and AID772 second 77.8.
`CC1(C)CC(=O)C2=C(C1)OC(N)=C(C#N)[C@@]21C(=O)N(CC(N)=O)c2ccccc21` gave A549 NSCLC growth 0.0, AID772 -25.3, HT29 cell growth-1 5.3, HT29 cell growth-2 56.0, AID364 -5.0%, HT29 cell growth-1 condensed nuclei 3.8, HT29 cell growth-1 ATP viability 6.8, HT29 cell growth-2 condensed nuclei 2.3, HT29 cell growth-2 ATP viability 16.3, AID772 condensed nuclei 2.6 and AID772 second 14.7.
`CN1C(=O)C2(N=c3ccccc3=N2)c2ccccc21` gave A549 NSCLC growth 41.3, AID772 18.4, HT29 cell growth-1 15.9, HT29 cell growth-2 6.3, AID364 -4.7%, HT29 cell growth-1 condensed nuclei 3.4, HT29 cell growth-1 ATP viability 0.4, HT29 cell growth-2 condensed nuclei 1.1, HT29 cell growth-2 ATP viability 0.1, AID772 condensed nuclei 3.1 and AID772 second -9.7.
`CC1(C)CCN(Cc2ccccc2)C1CC#N` (stereo unspecified) gave A549 NSCLC growth 7.9, AID772 -103.4, HT29 cell growth-1 -19.0, HT29 cell growth-2 -1.7, AID364 1.9%, HT29 cell growth-1 condensed nuclei 1.9, HT29 cell growth-1 ATP viability -4.8, HT29 cell growth-2 condensed nuclei 1.1, HT29 cell growth-2 ATP viability -14.3, AID772 condensed nuclei 1.6 and AID772 second -39.9.
For Cc1cc(C)n(C(=O)CNC(=O)c2ccc3c(c2)OCCO3)n1 the results were A549 NSCLC growth -0.5, AID772 -67.5, HT29 cell growth-1 15.4, HT29 cell growth-2 -21.6, AID364 8.5%, HT29 cell growth-1 condensed nuclei 3.4, HT29 cell growth-1 ATP viability -0.5, HT29 cell growth-2 condensed nuclei 3.1, HT29 cell growth-2 ATP viability -18.5, AID772 condensed nuclei 2.3 and AID772 second -56.4.
Screening CCCC(=O)Nc1nn(CCC)c2nc3ccccc3cc12 returned A549 NSCLC growth -8.0, AID772 -13.9, HT29 cell growth-1 -15.4, HT29 cell growth-2 48.2, AID364 6.3%, HT29 cell growth-1 condensed nuclei 3.7, HT29 cell growth-1 ATP viability -1.4, HT29 cell growth-2 condensed nuclei 5.2, HT29 cell growth-2 ATP viability -8.0, AID772 condensed nuclei 7.5 and AID772 second -21.9.
Screening C=CCNc1nc(C2(C)CC3(CC(C)(C)OC3=O)C(=O)O2)cs1 (stereo unspecified) returned A549 NSCLC growth 6.4, AID772 -18.2, HT29 cell growth-1 30.3, HT29 cell growth-2 -30.3, AID364 11.9%, HT29 cell growth-1 condensed nuclei 5.2, HT29 cell growth-1 ATP viability 3.0, HT29 cell growth-2 condensed nuclei 3.7, HT29 cell growth-2 ATP viability -20.4, AID772 condensed nuclei 1.8 and AID772 second -56.2.
CSc1nc(O)c(Cc2ccccc2)c(=O)[nH]1 was read as A549 NSCLC growth -4.0, AID772 5.6, HT29 cell growth-1 27.3, HT29 cell growth-2 17.8, AID364 15.6%, HT29 cell growth-1 condensed nuclei 3.9, HT29 cell growth-1 ATP viability -3.0, HT29 cell growth-2 condensed nuclei 1.0, HT29 cell growth-2 ATP viability -15.1, AID772 condensed nuclei 3.1 and AID772 second -38.4.

No new results follow: an excerpt of the list.
Screening CSc1nc(Oc2ccc(=O)[nH]n2)nc(N(C)C)n1 returned A549 NSCLC growth 2.5, AID772 -6.8, HT29 cell growth-1 18.2, HT29 cell growth-2 20.3, AID364 -3.6%, HT29 cell growth-1 condensed nuclei 1.9, HT29 cell growth-1 ATP viability -7.8, HT29 cell growth-2 condensed nuclei 4.9, HT29 cell growth-2 ATP viability -1.0, AID772 condensed nuclei 1.0 and AID772 second -44.4.
Screening COc1ccc(C2C(C#N)=C(N)Oc3n[nH]c(C)c32)cc1CSc1ccccn1 (stereo unspecified) returned A549 NSCLC growth 1.1, AID772 -13.4, HT29 cell growth-1 -21.4, HT29 cell growth-2 -19.9, AID364 7.8%, HT29 cell growth-1 condensed nuclei 8.0, HT29 cell growth-1 ATP viability -3.7, HT29 cell growth-2 condensed nuclei 6.5, HT29 cell growth-2 ATP viability 7.2, AID772 condensed nuclei 10.9 and AID772 second 7.8.
